# Source: PubChem (several laboratories)
# HEK293 NFkB inh: inhibitors of PMA/ionomycin-induced NF-kB reporter, primary screen, antigen receptor NF-kB inhibitor project, cell-based, HEK-293 luciferase reporter, luminescence | hit rate 0.21% among 62,000 | AID 465, 2006 | inhibition, % at 3 µM | HEK-293 NF-kB luciferase reporter;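 active = inhibition above the mean of all tested compounds plus 3 SD, cut at about 40% in these data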;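 also: 0% = stimulated DMSO wells and 100% = 10 µM reference inhibitor 5653914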
#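 Material: HEK-293 cells with stable firefly luciferase reporter driven by four HIV NF-kB elements / Also added: PMA plus ionomycin mix as NF-kB-activating stimulus / Compound dosing: 3 µM once, 0.30% DMSO / Times: 1 h pretreatment, 16 h stimulation, 37 °C / Signal: luminescence / Evaluation: per-plate % inhibition versus controls / Benchmarks: DMSO and 10 µM reference inhibitor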
# Jurkat tox 60K: cytotoxicity toward Jurkat T cells, primary screen, cytotoxicity control, cell-based, Jurkat E6.1, 60K MLSMR library; Jurkat E6.1 viability, ATP luminescence, 48 h; hit rate 1.2% among 56,000; AID 463, 2006; inhibition, % at 4 µM;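 active = inhibition above the mean inhibition of all tested compounds plus 3 SD, cut at about 28% in these data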
# D1 mod: D1 CRE-luciferase signal change, two-sided – cell-based, HEK293 D1, dopamine EC30, D1 allosteric modulator project, primary screen | D(1A) dopamine receptor (Homo sapiens), P21728 | dopamine EC30 potentiation; actives deviate in either direction | B-score at 10 µM | hit rate 5.9% among 58,000;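 active = luminescence count or its row- and column-corrected plate score outside the 99.7% band of the plate's sample wells, on either side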
# Target sequence (P21728 whole entry, looked up): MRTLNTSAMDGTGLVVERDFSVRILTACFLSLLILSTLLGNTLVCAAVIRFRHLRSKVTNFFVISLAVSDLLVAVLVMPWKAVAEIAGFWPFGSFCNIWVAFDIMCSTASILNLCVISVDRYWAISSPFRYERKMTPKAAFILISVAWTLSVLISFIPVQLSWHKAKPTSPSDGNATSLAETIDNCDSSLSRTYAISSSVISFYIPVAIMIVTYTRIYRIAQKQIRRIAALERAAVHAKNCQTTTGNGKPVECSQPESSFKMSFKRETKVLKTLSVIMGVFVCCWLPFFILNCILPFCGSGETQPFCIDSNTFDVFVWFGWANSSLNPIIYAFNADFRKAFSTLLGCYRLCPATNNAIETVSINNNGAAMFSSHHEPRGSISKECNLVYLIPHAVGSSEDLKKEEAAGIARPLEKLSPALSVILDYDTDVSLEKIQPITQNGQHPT
# 5HT1a antag: human 5-HT1a receptor antagonists, primary screen, cell-based, CHO, Ga15 NFAT-bla reporter | 5-hydroxytryptamine receptor 1A (Homo sapiens), P08908 | CHO 5-HT1a Ga15 NFAT-bla reporter, antagonist mode | inhibition, % at 10 µM | hit rate 0.68% among 62,000 | AID 612, 2007;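 active = inhibition above the mean of all tested compounds plus 3 SD, cut at about 43% in these data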;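 also: receptor stimulated by 5-CT agonist at 100 nM near EC80; beta-lactamase reporter measured by ratiometric fluorescence of a cleavable substrate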
# S1P1 ag-PAM: S1P1 agonists and agonism potentiators, primary screen, cell-based, primary and confirmation screens, CRE-bla reporter; AID 449, 2006; hit rate 0.57% among 56,000; Sphingosine 1-phosphate receptor 1 (Homo sapiens), P21453; S1P1 CRE-bla cells, forskolin, beta-lactamase FRET, potentiator mode; S1P1 agonist co-added at EC20, 2 nM; 100% = saturating reference agonist, 0% = basal; activation, % at 9.5 µM;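 active = activation above a cutoff set at the mean activation of all tested compounds plus 3 SD, cut at about 54% in these data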;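 also: forskolin at 4 µM as EC80 and the EC20 agonist is SEW2871; 100% = SEW2871 at its EC100 plus forskolin at EC80; some compounds past the cut are filed as inactive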
# 5HT1a ag: human 5-HT1a receptor agonists, primary screen, cell-based, CHO, Ga15 NFAT-bla reporter; 5-hydroxytryptamine receptor 1A (Homo sapiens), P08908; CHO 5-HT1a Ga15 NFAT-bla reporter, FRET ratio; 0% basal, 100% maximal reference agonist; activation, % at 10 µM; hit rate 0.56% among 65,000;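 active = activation above the screen-wide mean activation plus 3 SD, cut at about 19% in these data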;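 also: 0% = DMSO wells and 100% = 5-CT at EC100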
# S1P3 agonist: human S1P3 receptor agonists, primary screen, cell-based, primary and confirmation, NFAT-BLA reporter. Sphingosine 1-phosphate receptor 3 (Homo sapiens), Q99500. S1P3 NFAT-BLA reporter cells, agonism, FRET ratio; relative to 1 µM S1P, basal subtracted. activation, % at 4.5 µM. hit rate 0.1% among 60,000. AID 373, 2006;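 active = activation above the screen-wide mean plus 3 SD, cut at about 4.5% in these data, passing the limit was not always enough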; also: some compounds called inactive have numbers as strong as hits
#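 Assay system: CHO cells stably expressing human S1P3, Gα16 and NFAT-β-lactamase reporter. Timing: overnight plating, 4 h compound 37 °C, 2 h substrate RT. Signal: β-lactamase FRET emission ratio 460/535 nm. Measure: percent activation versus median 1 µM S1P response, basal-subtracted, per plate. Repeats: primary screen single test, confirmation screen in triplicate.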
# HTR1E agonist: 5-HT1E receptor agonists, primary screen, cell-based, HTS. CHO 5-HT1E Ga15 NFAT-bla reporter, FRET; 0% DMSO wells, 100% control agonist wells. activation, % at 6 µM. hit rate 0.69% among 65,000;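 active = activation above a set limit, the screen-wide mean activation plus 3 SD, cut at about 8.5% in these data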;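 also: 100% = positive control agonist at 1 µM giving full maximal response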
# Target sequence (P28566 whole entry, looked up): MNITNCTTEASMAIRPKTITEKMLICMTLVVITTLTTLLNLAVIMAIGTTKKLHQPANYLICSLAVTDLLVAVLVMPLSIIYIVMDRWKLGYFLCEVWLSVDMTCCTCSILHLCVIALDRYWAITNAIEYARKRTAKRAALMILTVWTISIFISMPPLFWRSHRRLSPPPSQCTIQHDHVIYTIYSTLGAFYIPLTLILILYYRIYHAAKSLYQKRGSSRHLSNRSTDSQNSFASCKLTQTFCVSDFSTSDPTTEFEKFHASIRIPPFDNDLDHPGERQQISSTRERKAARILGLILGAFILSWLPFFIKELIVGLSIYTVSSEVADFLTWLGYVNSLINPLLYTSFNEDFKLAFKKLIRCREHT
# HTR1E antagonist: 5-HT1E receptor antagonists, primary screen, cell-based, HTS; CHO 5-HT1E Ga15 NFAT-bla reporter, FRET, antagonist; inhibition, % at 6 µM; hit rate 0.99% among 65,000; 5-hydroxytryptamine receptor 1E (Homo sapiens), P28566; AID 571, 2007;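 active = inhibition above a set limit, the mean inhibition across every tested compound plus 3 SD, cut at about 29% in these data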;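 also: signal is the 460 over 535 nm emission ratio of beta-lactamase substrate; 0% = agonist plus DMSO wells and 100% = wells without agonist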
# * = called active by the depositor; . = no result given.
molecule,HEK293 NFkB inh,Jurkat tox 60K,D1 mod,5HT1a antag,S1P1 ag-PAM,5HT1a ag,S1P3 agonist,HTR1E agonist,HTR1E antagonist
Cn1c(Cl)nc2c1c(=O)n(Cc1cccc(Br)c1)c(=O)n2C,.,.,.,.,20.3,36.3*,-4.0,-0.8,3.6
CCOC(=O)NC(=O)CSc1nnnn1-c1ccccc1,2.8,-7.2,1.1,4.5,.,-1.6,0.1,0.8,-6.2
O=C(OCc1nnc(-c2ccc(Cl)cc2)o1)c1ccncc1,2.2,-2.7,0.0548,6.3,6.8,-3.8,0.1,0.2,-3.7
COc1cc(CC(=O)NCc2ccc3c(c2)OCO3)cc(OC)c1OC,16.8,-0.7,-0.772,-1.8,12.9,0.4,0.2,0.6,0.5
CCC(C)C(=O)Nc1nc2c(s1)C(=O)CC(C)(C)C2 (stereo not drawn),6.0,4.5,0.598,-14.8,-15.0,-1.6,-0.7,1.2,2.0
COc1ccc2nc3oc(C(=O)N4CCN(c5ccccc5F)CC4)cc3cc2c1,15.5,-0.7,-0.332,-6.8,7.9,-0.1,0.5,-0.6,1.4
COc1ccc(C2C(C(C)=O)=C(C)N=c3s/c(=C\c4ccc5c(c4)OCO5)c(=O)n32)c(OC)c1 (stereo not drawn),21.3,-1.1,0.58,3.0,-26.8,-2.1,-0.9,-0.6,2.3
CCOCCN1CCN(c2c3c(nc4cc(-c5ccc(F)cc5)nn24)CCC3)CC1,21.2,4.1,-1.07,-22.2,-4.7,0.8,0.6,0.2,5.5
c1ccc2c(c1)OCC(c1nn3c(Cn4nnc5ccccc54)nnc3s1)O2 (stereo not drawn),11.0,2.5,0.319,12.5,.,-0.4,-0.9,-1.7,-1.4
CC1(C)Oc2ccc(C(=O)N3CCc4ccccc43)cc2N(CC(=O)N2CCCC2)C1=O,5.4,-3.4,1.06,1.2,4.2,0.0,1.1,0.1,0.4
COC(=O)Cn1c(=O)sc2ccccc21,20.9,3.8,.,-7.8,-0.3,0.2,-0.1,0.1,0.6
CC(NC(=O)Cn1cc2c(n1)CCCCC2)c1ccccc1 (stereo not drawn),8.5,2.2,-0.16,-3.1,-16.2,-3.7,-0.5,1.4,3.7
CCc1nc(SCC(=O)NCCc2ccccc2)n[nH]1,5.0,-6.5,-0.399,9.7,18.0,-1.3,-1.2,-0.8,4.9
Cc1noc(C)c1COC(=O)Cn1c(C)nc2ccccc21,14.8,-8.6,-1.29,5.4,-12.1,-2.6,-0.3,-0.8,-1.7
Cn1cnnc1SCC(=O)Nc1ccccc1Sc1ccccc1,6.7,-5.7,-0.141,-9.7,7.0,310.6*,0.8,0.2,-4.3
COc1cccc(CNC(=O)C2CCN(S(=O)(=O)c3cccc4cccnc34)CC2)c1,5.3,2.6,0.421,-7.8,-1.7,0.9,-0.3,0.1,-7.3
COC(=O)c1cccc(NC(=O)CN2CCN(c3ccc(OC)cc3)CC2)c1,0.5,5.0,-0.324,0.0,11.0,-0.9,-0.6,0.3,1.6
Cc1cc(NC(=O)c2sc(Nc3cccc(C(F)(F)F)c3)nc2N)no1,7.1,2.0,-0.639,-11.9,8.0,1.1,-0.5,1.1,-3.7
Nn1c(SCC(=O)NC2CCCCC2)nnc1-c1ccccc1,10.4,.,.,-3.3,.,2.1,.,-0.8,-10.8
O=C(CN1CCN(S(=O)(=O)c2ccc(F)cc2)CC1)Nc1ccccc1F,11.9,-6.0,.,8.0,2.3,-5.3,0.1,-0.2,2.9
[O-][n+]1onc2c1CCc1nnccc1-2,12.0,-2.4,-0.128,24.3,.,-0.3,-0.8,-0.6,-3.9
O=C(NCCN1CCc2ccccc2C1)C1CC(=O)N(C2CCCC2)C1 (stereo not drawn),12.5,-4.3,0.0365,-10.8,4.1,4.0,0.5,0.2,-1.7
Cc1nnc2sc(-c3ccc(-c4ccc(Cl)c(C(F)(F)F)c4)o3)nn12,2.4,-4.7,0.181,-37.8,-32.5,0.3,-0.5,0.2,-0.3
CN1CCN(/C(=N\S(=O)(=O)c2ccc(F)cc2)c2ccccc2)CC1,5.4,1.9,-0.151,10.8,.,-1.8,-0.7,-0.9,12.5
CCOC(=O)C(NC(=O)CC(C)C)(Nc1cc(C)on1)C(F)(F)F (stereo not drawn),27.2,2.1,-0.96,3.7,-1.2,-1.4,-1.1,0.1,-2.9
Cc1nn(C)c(C)c1S(=O)(=O)N1CCC(C(=O)NC(C)c2ccccc2)CC1 (stereo not drawn),6.2,7.3,.,-0.6,-7.8,-3.5,-0.4,-0.5,3.8
Cc1cc(NC(=O)COC(=O)c2ccc(F)c(S(=O)(=O)N3CCOCC3)c2)no1,8.9,.,-0.231,-5.4,.,-1.4,.,0.2,4.7
COc1ccc(N(CC(=O)Nc2cc(C)ccc2C)S(=O)(=O)c2c(C)nn(C)c2C)cc1,8.0,-5.8,-0.691,1.6,6.2,0.9,-0.2,1.6,-7.8
CCCc1nnc(SCC(=O)O)n1/N=C/c1ccc2c(c1)OCO2,7.3,.,0.635,-0.2,.,0.9,.,-0.3,-5.3
CC1Cc2nc(SCC(=O)Nc3ccc4c(c3)OCCO4)n(C)c(=O)c2S1 (stereo not drawn),11.5,3.6,1.52,-3.9,-10.8,0.7,-0.1,-0.3,0.3
Cc1ccc(S(=O)(=O)N(C)Cc2ccc(-c3nnc4n3CCC4)cc2)cc1,16.3,5.9,0.211,-17.1,1.2,1.0,-0.1,0.8,-7.7
COc1ccc2nc3oc(C(=O)NCc4cccs4)cc3cc2c1,16.5,-0.3,-0.00982,24.7,32.1,1.1,-1.1,2.2,9.8
COCCn1c(C)cc(C(=O)CSc2nncn2-c2ccccc2)c1C,3.5,-7.2,0.835,1.0,-1.9,0.3,1.0,-0.3,-6.0
Cc1nc(Sc2nnnn2C)c2c3c(sc2n1)CCC3,8.5,9.2,1.23,8.0,24.5,-5.5,-2.3,0.0,14.0
Cc1cccc(NC(=O)C2CCCN(c3nc(C)cc(C)n3)C2)c1 (stereo not drawn),-0.5,-7.4,-0.621,-2.0,-9.6,0.3,-0.1,13.2*,-5.7
N=c1n(CCN2CCOCC2)c2ccccc2n1Cc1ccccc1Br,0.5,-2.3,-2.05,38.0,-19.8,-0.1,-0.4,-1.6,10.7
Cc1cc(C)n(CC2CC(=O)N(c3ccc(Cl)c(Cl)c3)C2=O)n1 (stereo not drawn),.,.,0.505,.,-12.5,-0.4,-1.0,0.4,-10.7
CCCCn1c(NC(=O)c2ccccc2)c(C#N)c2nc3ccccc3nc21,17.2,-1.2,-1.35,-5.6,-153.5,9.5,2.5,7.7,26.0
CCCCOc1ccc(NC(=O)CSc2nnnn2C)cc1,3.8,-8.6,-0.12,6.3,.,-0.8,-1.2,-0.2,9.7
N#Cc1c(NC(=O)CSc2nnc(-c3ccncc3)n2CC2CCCO2)sc2c1CCCC2 (stereo not drawn),5.5,0.1,1.95,-10.4,-18.8,0.4,-0.4,-0.2,2.8
NC(=O)C1(N2CCCCC2)CCN(c2nc(-c3ccccc3)cs2)CC1,11.8,6.3,1.22,6.4,-5.2,-0.6,-1.3,-0.6,1.5
O=S(=O)(Nc1ccc2c(c1)CCC2)c1cccs1,9.6,10.3,0.0718,12.9,-19.6,1.1,-0.9,-0.3,6.7
c1ccc(-n2ncc3c(NCc4ccco4)ncnc32)cc1,-8.5,26.1,-0.846,16.6,.,-0.7,-0.6,-0.4,10.8
CC(C)C(=O)N1CCN(c2ccccc2N)CC1,16.5,-16.7,0.00849,9.7,-27.3,0.3,-0.2,0.2,0.5
Cc1ccccc1-c1nc(CS(=O)(=O)CC(=O)N2CCc3ccccc32)c(C)o1,3.4,6.3,0.296,5.2,-22.9,0.8,-0.5,0.2,4.1
Cc1noc(C)c1S(=O)(=O)N1CCC(C(=O)Nc2ccccn2)CC1,13.7,.,0.136,0.4,.,-4.8,.,-1.8,13.1
COc1ccccc1NC(=O)Cc1noc(CSc2cc(C)c3ccccc3n2)n1,5.2,7.6,-0.017,9.9,20.2,-0.2,-0.5,-0.5,0.8
Cc1cc(Nc2ccc(F)cc2Cl)n2nc(C)nc2n1,6.3,-3.2,0.556,-1.5,-28.7,-0.5,1.5,-0.1,-6.7
COC(=O)CCN(c1ccccc1)S(=O)(=O)c1ccc(OC)cc1,4.0,3.5,1.19,0.0,-10.1,-1.3,-0.8,-1.4,-10.2
Cn1c(Cn2nnc3ccccc32)nnc1SCC(=O)NCc1ccc2c(c1)OCO2,-1.2,-2.6,-0.0888,-4.8,-20.4,-3.9,-0.1,1.5,-4.6
O=C(CN1CCOCC1)Nc1ncc(Br)cc1Br,13.4,1.4,0.189,7.5,-2.8,0.7,-1.6,-1.2,1.3
COc1ccc(C)cc1S(=O)(=O)N(CC(=O)O)c1ccc(C)cc1,8.2,-1.6,-0.419,-3.6,-30.4,-2.0,0.1,-0.4,4.1
O=C(NCC1CCCO1)c1nn2cccnc2c1Cl (stereo not drawn),-14.1,-4.7,0.0228,-17.9,-2.3,-0.5,0.1,0.1,-6.2
O=S(=O)(c1ccc(NC2CCCc3ccccc32)nc1)N1CCOCC1 (stereo not drawn),18.0,-1.5,0.0276,16.6,7.6,-0.2,-0.5,0.0,-0.5
Cc1cccnc1NC(=O)C1CCN(S(=O)(=O)c2ccc3c(c2)CCC(=O)N3)CC1,-8.3,1.8,-1.04,8.6,-7.1,-3.1,-1.0,0.0,10.8

# Records listed so far that bear a hit mark in 5HT1a ag.
compound | HEK293 NFkB inh | D1 mod | 5HT1a antag | S1P1 ag-PAM | 5HT1a ag | S1P3 agonist | HTR1E agonist | HTR1E antagonist
Cn1c(Cl)nc2c1c(=O)n(Cc1cccc(Br)c1)c(=O)n2C | . | . | . | 20.3 | 36.3* | -4.0 | -0.8 | 3.6
Cn1cnnc1SCC(=O)Nc1ccccc1Sc1ccccc1 | 6.7 | -0.141 | -9.7 | 7.0 | 310.6* | 0.8 | 0.2 | -4.3
